Screening data: PubChem, several laboratories
HEK293 NOD2/NF-kB = NOD2 signaling inhibitors, cell-based, luminescence, uHTS, HEK293 (AID 1566) | HEK293 NOD2/NF-kB luciferase reporter, luminescence; higher % means a stronger effect | inhibition, % at 4 µM, or EC50 in µM where a hit was titrated | 0.63% of 290,000 active; further: many of its hits are not listed in these tables
Myeloid diff MLP = induction of myeloid progenitor differentiation, primary screen, cell-based, flow cytometry, MLPCN library. ER-HoxA9 myeloid progenitors, lysozyme-GFP differentiation. calls only at 10 µM. 1% of 360,000 active;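 active means normalized GFP-positive differentiation at or above the plate's own cutoff, the solvent-only control mean plus 3 SD; inconclusive means no clear call, values can overlap the other calls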;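 further: cells exposed to compound for four days before flow analysis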
HIV peptide binding = inhibitors of HIV fusion peptide binding, primary screen, biochemical, uHTS, fluorescence dequenching (AID 1986) | cell-free peptide binding, fluorescence dequenching, 30 min; higher % means a stronger effect | inhibition, % at 20 µM, or IC50 in µM where a hit was titrated | 0.3% of 290,000 active; in the data active means inhibition mostly above about 52%, no sharp cut-off; inactive means mostly below about 76%; further: some results filed as inactive read as strong as hits
SIAH1 antagonists = Siah-1 peptide-binding antagonists, primary screen, biochemical, fluorescence polarization, rhodamine-plectin, uHTS (AID 1817). E3 ubiquitin-protein ligase SIAH1 (Homo sapiens). Siah-1 / rhodamine-plectin peptide fluorescence polarization; higher % means a stronger effect. 0.02% of 290,000 active. one-dose displacement, % at 20 µM; IC50 in µM for titrated hits;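 active means displacement of at least 50% at 20 µM, with a fluorescence ratio check between 0.3 and a set limit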;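 further: plate controls were Siah plus tracer with DMSO for no effect and tracer alone without Siah for full effect; strong numbers were not always called active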
Dengue-2 NS5 capping = Dengue-2 NS5 methyltransferase inhibitors, primary screen, biochemical, confirmation dose response (AID 588689). Dengue-2 NS5 methyltransferase capping enzyme assay, biochemical; higher % means a stronger effect. inhibition, % at 25 µM; hits with a dose series show IC50 in µM. 0.3% of 340,000 active; in the data active means a potency from the dose series; inconclusive means inhibition above about 29% without an active follow-up result
XIAP antagonists = XIAP antagonists, biochemical, IAP family, fluorescence polarization (AID 1018); E3 ubiquitin-protein ligase XIAP (Homo sapiens); XIAP BIR domain, fluorescence polarization peptide displacement; higher % means a stronger effect; displacement, % at 20 µM; hits with a dose series show IC50 in µM; 0.007% of 200,000 active; in the data active means displacement above about 50%; further: a part of the inactive calls stands beside numbers as strong as those of hits
Hep lipid drop = inhibitors of hepatocyte lipid droplet formation, primary screen, imaging, high-throughput imaging, BODIPY stain; AML12 mouse hepatocytes, oleate lipid droplets; inhibition, % at 6.5 µM; 0.4% of 240,000 active;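 active means lipid droplet intensity inhibited by at least 50%, with more than 500 cells counted; inconclusive means wells with under 300 cells, treated as cytotoxic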
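Assay system: AML12 hepatocytes (mouse); Probe or stimulus: oleic acid at 100 µM to induce lipid droplet formation; Dosing: compound at 6.5 µM only; Schedule: compound with oleate, overnight; Detection: fluorescence imaging, 20x objective, two fields per well; Measure: % inhibition of lipid droplet signal.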
LYP inhibition = inhibitors of LYP phosphatase, biochemical, fluorescence intensity, uHTS (AID 1779). Tyrosine-protein phosphatase non-receptor type 22 (Homo sapiens). recombinant LYP phosphatase, fluorescence intensity; higher % means a stronger effect. one-dose inhibition, % at 11.5 µM; IC50 in µM for titrated hits. 0.054% of 290,000 active;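 further: plate controls were vehicle with enzyme for no effect and no enzyme for full effect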
AID2073 = inhibitors of Mint1-CaV2.2 protein interaction, biochemical, HTRF (AID 2073); 0.19% of 290,000 active; Voltage-dependent N-type calcium channel subunit alpha-1B (Homo sapiens); one-dose inhibition, % at 20 µM; IC50 in µM for titrated hits; HTRF protein-protein interaction, Mint1-CaV2.2; higher % means a stronger effect; in the data active means inhibition mostly above about 51%, no sharp cut-off; inconclusive means no clear call, values can overlap the other calls; inactive means mostly below about 53%; further: some results filed as inactive read as strong as hits
Hep lipid drop cells 6.5 µM = also measured in Hep lipid drop; calls as there; cell count; measured here: cell count, cytotoxicity flag;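 cells counted across two imaged fields per well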
Myeloid diff MLP GFP+ MAC1+ % = further read-out of Myeloid diff MLP, marked with its call; GFP+ MAC1+ double positive, %; measured here: differentiation confirmed by MAC1 staining
* hit, by the source's call; i = inactive; ? = inconclusive; . = not tested or not shown. Unless noted, no stated cut-off is given here; in the data, active means inhibition above about 50%; inactive means the rest. Some of the compounds tested; the hit share may differ from the screen's.

no.	Compound	Dengue-2 NS5 capping	XIAP antagonists	AID2073	HIV peptide binding	Myeloid diff MLP GFP+ MAC1+ %	Hep lipid drop cells 6.5 µM	SIAH1 antagonists	HEK293 NOD2/NF-kB	Myeloid diff MLP	Hep lipid drop	LYP inhibition
1	Cc1ccc(S(=O)(=O)N2CCN(C(=O)c3ccccn3)CC2)cc1	-8%	0.4%	?	0.5%	0.4	647	-3%	23%	i	-22	-11%
2	O=C(Cc1ccc(Cl)cc1)NC1CCCCCC1	3%	.	14%	1.4%	1.1	828	-1%	-4%	i	2	-5%
3	CC1CCCC(C)N1C(=O)Cn1nnc(-c2ccc([N+](=O)[O-])cc2)n1 (configuration not stated)	1%	.	-8%	-1.0%	0.3	820	2%	3%	i	6	-12%
4	COc1ccc(/C=N/NC(=O)c2ccc(CN3C(=O)c4cccc5cccc3c45)cc2)cc1O	-11%	-1.3%	72%	-3.2%	0.2	700	-11%	-4%	i	24	4%
5	C1CC2CN(c3nc4nonc4nc3N3CCSCC3)CCN2C1 (configuration not stated)	.	-7.0%	-3%	4.5%	0.2	689	1%	9%	i	-14	-3%
6	CCOc1ccc(S(=O)(=O)Nc2cc(F)ccc2F)c2cccnc12	2%	.	6%	0.0%	4.8	711	0%	8%	i	10	-6%
7	O=C(CN1C(=O)C(=O)N(C2CCCC2)C1=O)Nc1ccc(N2CCOCC2)cc1	1%	-4.6%	0%	2.1%	1.1	769	-4%	8%	i	-3	-8%
8	CC(C)C(C)(C#N)NC(=O)CSc1nc2scc(-c3ccccc3)c2c(=O)[nH]1 (configuration not stated)	1%	-12%	-5%	3.1%	2.0	575	3%	17%	i	0	5%
9	CN(Cc1nccs1)C(=O)C1CCC(=O)N(CCCc2ccccc2)C1 (configuration not stated)	6%	.	-6%	-1.4%	6.0	697	2%	9%	i	2	-8%
10	COc1ccc(CCNC(=O)CN(c2ccccc2)S(C)(=O)=O)cc1OC	1%	-3.5%	3%	0.5%	1.2	719	2%	5%	i	-14	-6%

Later entries:
no.	Compound	Dengue-2 NS5 capping	XIAP antagonists	AID2073	HIV peptide binding	Myeloid diff MLP GFP+ MAC1+ %	Hep lipid drop cells 6.5 µM	SIAH1 antagonists	HEK293 NOD2/NF-kB	Myeloid diff MLP	Hep lipid drop	LYP inhibition
11	COc1ccc(OC)c(NC(=O)C2CCCN2C(=O)C2CCC(C)CC2)c1 (configuration not stated)	-2%	-4.7%	-7%	-2.4%	1.8	.	-6%	12%	i	.	-5%
12	COc1ccccc1NC(=O)c1cc(S(=O)(=O)N2CCCCCC2)ccc1F	1%	.	2%	-0.6%	0.4	681	9%	21%	i	2	-6%
13	CCN(CC)c1ccc(C=C(c2nnnn2-c2ccccc2)c2nnnn2-c2ccccc2)cc1	-5%	-9.8%	10%	48%	1.1	659	0%	13%	i	-4	8%
14	Cc1ccccc1SCC(=O)NNC(=O)c1ccccc1O	-5%	.	7%	19%	1.6	810	8%	-11%	i	1	-9%
15	COc1cc(CCN2C(=O)c3cccc4cccc(c34)C2=O)c(S(=O)(=O)NCCCO)cc1OC	2%	-6.6%	-18%	0.9%	0.5	.	-5%	17%	i	.	-3%
16	COc1cc2c(cc1OC)/C(=C/C(=O)c1ccc([N+](=O)[O-])c(C)c1)NCC2	-4%	.	5%	7.6%	0.8	802	4%	16%	i	-18	-3%
17	CN(Cc1ccccc1)S(=O)(=O)c1ccc(NC(=S)NC(=O)C2CCCC2)cc1	-13%	-1.7%	-10%	-0.9%	7.0	.	1%	-18%	i	.	4%
18	Cc1cc(N2CCN(c3ccccc3)CC2)n2cc(-c3ccccc3)nc2n1	1%	-5.6%	6%	-4.4%	0.4	.	-2%	-10%	i	.	8%
19	N/C(=N\OC(=O)COc1ccc(Cl)cc1Cl)c1ccncc1	6%	-4.0%	12%	1.5%	0.3	747	7%	-193%	i	22	-2%
20	CCOC(=O)c1c(NC(=O)CSc2ncnc3ccccc23)sc(C(C)=O)c1C	3%	-8.5%	-1%	0.4%	0.3	619	-1%	18%	i	-17	-6%

2 of these compounds in another layout.
Each structure is followed by: Dengue-2 NS5 capping, XIAP antagonists, AID2073, HIV peptide binding, Myeloid diff MLP GFP+ MAC1+ %, Hep lipid drop cells 6.5 µM, SIAH1 antagonists, HEK293 NOD2/NF-kB, Myeloid diff MLP, Hep lipid drop, LYP inhibition
6) CCOc1ccc(S(=O)(=O)Nc2cc(F)ccc2F)c2cccnc12
    2%, ., 6%, 0.0%, 4.8, 711, 0%, 8%, i, 10, -6%
7) O=C(CN1C(=O)C(=O)N(C2CCCC2)C1=O)Nc1ccc(N2CCOCC2)cc1
    1%, -4.6%, 0%, 2.1%, 1.1, 769, -4%, 8%, i, -3, -8%

Next part:
no.	Compound	Dengue-2 NS5 capping	XIAP antagonists	AID2073	HIV peptide binding	Myeloid diff MLP GFP+ MAC1+ %	Hep lipid drop cells 6.5 µM	SIAH1 antagonists	HEK293 NOD2/NF-kB	Myeloid diff MLP	Hep lipid drop	LYP inhibition
21	O=C(c1cc2cc(F)ccc2[nH]1)N(Cc1cccnc1)CC1CCCN(C2CCCCC2)C1 (configuration not stated)	-1%	.	6%	1.9%	1.4	636	7%	0%	i	8	-12%
22	CCOc1ccccc1CN1CCN(Cc2ccc(C)o2)C(CCO)C1 (configuration not stated)	-6%	-4.7%	0%	1.4%	0.1	723	14%	-9%	i	-12	-6%
23	COC(=O)c1ccc(CSc2nc3c(c(=O)n2-c2ccccc2)SCC3)o1	0%	-10%	2%	-0.5%	5.1	539	-1%	14%	i	-11	3%
24	COc1ccc(N(C(=O)c2ccco2)C(C(=O)NC2CCCC2)c2ccc(N3CCOCC3)cc2)c(OC)c1 (configuration not stated)	1%	.	4%	-1.2%	0.2	836	-4%	13%	i	1	-4%
25	COCc1nnc(NC(C)=O)s1	-5%	-9.0%	-8%	-0.2%	0.1	659	-5%	2%	i	-11	-6%
26	CCCCc1cc(=O)oc2cc(OC(C)C(=O)NCC3CCC(C(=O)O)CC3)c(Cl)cc12 (configuration not stated)	1%	.	18%	-0.6%	3.5	.	-1%	11%	i	.	-5%
27	Cn1c(=O)c2c(nc(SCC(=O)N3CCCCCC3)n2C)n(C)c1=O	-2%	-5.7%	-10%	2.4%	0.8	757	3%	5%	i	-4	-3%
28	CCOC(=O)C(C(=O)OCC)N(C#N)c1nc(OC)nc(N(C)C)n1	2%	-3.8%	-2%	-2.4%	1.4	820	-3%	16%	i	-2	-5%
29	O=C(O)CC/C(=N/NC(=O)CNC(=O)c1ccc2c(c1)OCCO2)c1ccccc1	-6%	.	-1%	-0.3%	.	847	-1%	-2%	.	3	-4%
30	CCOc1ccc(NC(=O)Cn2c(=O)n(CCCC(=O)NC3CCN(Cc4ccccc4)CC3)c(=O)c3ccccc32)cc1	-5%	.	14%	-1.3%	0.9	786	1%	4%	i	-14	-8%

(list continues)
no.	Compound	Dengue-2 NS5 capping	XIAP antagonists	AID2073	HIV peptide binding	Myeloid diff MLP GFP+ MAC1+ %	Hep lipid drop cells 6.5 µM	SIAH1 antagonists	HEK293 NOD2/NF-kB	Myeloid diff MLP	Hep lipid drop	LYP inhibition
31	O=C(O)C1C2CCC(O2)C1C(=O)NCCC1=CCCCC1 (configuration not stated)	3%	-2.5%	1%	0.1%	0.5	737	3%	12%	i	0	0%
32	Cc1[nH]nc(SCC(=O)Nc2ccc(C#N)cc2)c1[N+](=O)[O-]	-6%	-6.1%	-5%	3.1%	0.1	633	1%	-1%	i	-1	-3%
33	COc1ccc(Nc2nc(N3CCN(S(=O)(=O)N(C)C)CC3)nc3ccccc23)cc1	3%	.	8%	-1.7%	0.5	782	1%	27%	i	11	-5%
34	COc1cc(-c2nnc(COC(=O)c3c4c(nc5ccccc35)CCCC4)o2)cc(OC)c1OC	.	-4.8%	7%	2.0%	.	.	4%	5%	.	.	4%
35	O=Cc1cccn1-c1nccc(-c2ccco2)n1	-2%	-3.7%	-2%	1.6%	0.4	.	-10%	-20%	i	.	2%
36	Cc1ccc(/C(O)=C2/C(=O)C(=O)OC2c2ccc(Cl)cc2)cc1 (configuration not stated)	61µM*	-0.4%	11%	11%	1.5	.	7%	-21%	i	.	-3%
37	COc1cc(NC(=O)Cn2ncc3c2-c2ccccc2OC3)cc(OC)c1OC	-1%	-2.6%	6%	2.0%	3.3	.	-4%	-6%	i	.	1%
38	CCOc1ccc(CNCc2ccc(C(=O)O)cc2)cc1OC	-7%	-3.2%	-8%	-0.2%	0.1	703	-4%	-11%	i	0	3%
39	CSc1cccc(CNC(=O)C2CCC(=O)N(CCc3ccccn3)C2)c1 (configuration not stated)	2%	.	1%	2.8%	0.5	783	-2%	-3%	i	-1	-7%
40	COc1ccccc1CNC(=S)NCCc1ccccc1	-8%	-4.7%	-9%	-1.6%	0.9	621	5%	14%	i	1	-3%

(next part)
no.	Compound	Dengue-2 NS5 capping	XIAP antagonists	AID2073	HIV peptide binding	Myeloid diff MLP GFP+ MAC1+ %	Hep lipid drop cells 6.5 µM	SIAH1 antagonists	HEK293 NOD2/NF-kB	Myeloid diff MLP	Hep lipid drop	LYP inhibition
41	COc1ccc(-c2csc(N(CCc3ccccc3)C(=O)COc3ccccc3)n2)cc1	1%	1.3%	3%	-2.3%	1.1	.	-2%	8%	i	.	2%
42	Cc1ccc(N2C(=O)C(Cl)=C(N3CCN(C)CC3)C2=O)c(C)c1	40µM*	-4.1%	17%	7.1%	0.9	794	-2%	2%	i	2	-4%
43	CCOC(=O)C1CCN(c2c(NCCCN3CCN(Cc4ccccc4)CC3)c(=O)c2=O)CC1	-4%	3.1%	-4%	8.3%	7.1	780	0%	20%	i	1	-7%
44	CC1CCCC(NC(=S)Nc2ccc(SC(F)F)cc2)C1C (configuration not stated)	1%	-7.8%	10%	1.6%	1.1	843	-1%	3%	i	5	5%

3 compounds out of the list above, arranged by the value under XIAP antagonists, rising.
cpd | smiles | Dengue-2 NS5 capping | XIAP antagonists | AID2073 | HIV peptide binding | Myeloid diff MLP GFP+ MAC1+ % | SIAH1 antagonists | HEK293 NOD2/NF-kB | LYP inhibition
42 | Cc1ccc(N2C(=O)C(Cl)=C(N3CCN(C)CC3)C2=O)c(C)c1 | 40µM* | -4.1% | 17% | 7.1% | 0.9 | -2% | 2% | -4%
41 | COc1ccc(-c2csc(N(CCc3ccccc3)C(=O)COc3ccccc3)n2)cc1 | 1% | 1.3% | 3% | -2.3% | 1.1 | -2% | 8% | 2%
43 | CCOC(=O)C1CCN(c2c(NCCCN3CCN(Cc4ccccc4)CC3)c(=O)c2=O)CC1 | -4% | 3.1% | -4% | 8.3% | 7.1 | 0% | 20% | -7%
